HCV core dimer: inhibitors of HCV core protein dimerization, primary screen, biochemical, TR-FRET, high-throughput; TR-FRET GST/Flag-core106 dimerization, 1536-well; 300,000 compounds, 0.33% hits; AID 1899, 2009; inhibition, % at 5 µM;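 active means inhibition above the mean of all tested compounds plus 3 SD, set per screening campaign, cut at about 45% in these data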
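Assay system – GST-tagged and Flag-tagged HCV core protein residues 1-106 · Quantity – core106 proteins, GST 13.5 nM and Flag 17 nM · Benchmarks – unlabelled core106 and no-GST-core106 wells · Read-out basis – percent inhibition of core106 dimerization signal · Detection – time-resolved FRET, ex 340 nm, em 617 and 671 nm · Schedule – 4 h at 22.5 °C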
EBNA-1 inhibitor: EBNA-1 DNA-binding inhibitors, primary screen, biochemical, fluorescence polarization; AID 1950, 2009; 300,000 compounds, 0.34% hits; inhibition, % at 14.8 µM; in the data active means inhibition above about 28%
PP1 inh: PP1-alpha phosphatase inhibitors, primary screen, counter-screen for PP5 inhibitor project, biochemical, fluorescence, OMFP substrate, single point | purified PP1alpha | 320,000 compounds, 0.9% hits | Serine/threonine-protein phosphatase PP1-alpha catalytic subunit (Homo sapiens), P62136 | AID 2235, 2010 | inhibition, % at 6.7 µM;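 active means inhibition above the mean inhibition of all tested compounds plus 3 SD, computed separately for each screening campaign, cut at about 15% in these data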
Target sequence (P62136 whole entry, looked up): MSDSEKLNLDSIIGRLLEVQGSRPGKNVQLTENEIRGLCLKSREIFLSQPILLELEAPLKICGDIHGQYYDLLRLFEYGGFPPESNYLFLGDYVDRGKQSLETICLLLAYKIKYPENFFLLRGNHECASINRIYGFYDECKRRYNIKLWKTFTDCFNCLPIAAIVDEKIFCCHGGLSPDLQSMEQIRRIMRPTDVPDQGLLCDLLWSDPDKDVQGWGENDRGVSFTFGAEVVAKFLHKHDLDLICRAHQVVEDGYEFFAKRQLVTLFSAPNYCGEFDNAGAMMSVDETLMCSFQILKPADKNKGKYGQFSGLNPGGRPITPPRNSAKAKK
PREPL inh: PREPL enzyme inhibitors, primary screen, biochemical, fluorescence polarization; recombinant PREPL, fluorescence polarization activity-based probe; inhibition, % at 5.96 µM; AID 2751, 2010; Prolyl endopeptidase-like (Homo sapiens), Q4J6C6; 320,000 compounds, 0.68% hits; in the data active means inhibition above about 43%;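 further: 0% = enzyme with DMSO and 100% = wells lacking enzyme; many of its hits are not listed in these tables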
PP5 inh: PP5 phosphatase inhibitors, primary screen, biochemical, fluorescence | Serine/threonine-protein phosphatase 5 (Homo sapiens), P53041 | purified PP5c, OMFP substrate fluorescence | inhibition, % at 6.7 µM | 320,000 compounds, 0.18% hits | AID 1987, 2009;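 active means inhibition above the campaign's mean inhibition across all tested compounds plus 3 SD, cut at about 9.5% in these data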;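 further: 0% = DMSO only and 100% = 100 µM cantharidin control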
Efflux pump inh: inhibitors of Candida efflux pumps in yeast, primary screen, S. cerevisiae, Nile Red, multiplex; inhibition, % at 10 µM; S. cerevisiae Candida pump triplex; 330,000 compounds, 0.44% hits;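 active means plate passing quality check with inhibition over a set limit, or well fluorescence over plate mean plus 4 SD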;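 further: Nile Red retained in pooled yeast measured as flow cytometry median fluorescence; 0% = buffer negative control and 100% = Enniatin B positive control; higher means more Nile Red kept so more efflux inhibition; some compounds called inactive have numbers as strong as hits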
ZTA DNA inh: blocks Epstein-Barr virus ZTA, an EBNA-1 counter-screen; inhibition, % at 11 µM; ZTA-DNA binding, fluorescence polarization; AID 2234; 320,000 compounds, 0.15% hits; P03206; in the data active means inhibition above about 33%
Target sequence (P03206 whole entry, looked up): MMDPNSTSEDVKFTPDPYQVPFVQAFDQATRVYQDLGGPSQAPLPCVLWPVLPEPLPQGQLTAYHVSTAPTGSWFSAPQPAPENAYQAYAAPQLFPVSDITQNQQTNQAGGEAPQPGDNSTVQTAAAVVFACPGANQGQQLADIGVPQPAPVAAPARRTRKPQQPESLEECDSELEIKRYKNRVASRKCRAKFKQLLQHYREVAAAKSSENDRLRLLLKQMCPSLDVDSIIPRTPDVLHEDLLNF
CTSL1 counter: Fasciola hepatica cathepsin L1 inhibitors, primary screen, counter-screen for PFM18AAP inhibitor project, biochemical, QFRET, fluorogenic peptide substrate; recombinant F. hepatica cathepsin L1, Z-Leu-Arg-MCA fluorescence; inhibition, % at 5.96 µM; 300,000 compounds, 0.49% hits; AID 1906, 2009;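 active means inhibition above the mean of all tested compounds plus 3 SD, set per screening campaign, cut at about 17% in these data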;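 further: 0% = plate median of test compound wells and 100% = 1 µM Z-Phe-Ala-diazomethylketone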
TPT1 inh: Candida albicans TPT1 enzyme inhibitors, primary screen, biochemical, fluorescence polarization | tRNA 2'-phosphotransferase TPT1 (Candida albicans SC5314) | inhibition, % at 5 µM | recombinant caTPT1, FP RNA substrate dephosphorylation | 300,000 compounds, 0.81% hits;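 active means inhibition above the mean of all tested compounds plus 3 SD, set per screening campaign, cut at about 24% in these data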;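 further: plate controls were DMSO alone for no effect and ferristatin control at 100 nM for full effect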
Starred values were filed as active, the others as inactive; nt = no result given.

SMILES	HCV core dimer	EBNA-1 inhibitor	PP1 inh	PREPL inh	PP5 inh	Efflux pump inh	ZTA DNA inh	CTSL1 counter	TPT1 inh
COC(=O)c1c(N2C(=O)[C@H]3[C@@H](C2=O)[C@]2(C(=O)Nc4ccccc42)N2CCC[C@@H]32)sc(C)c1C	0	-5	2	1	-0.1	0.1	-2	-2	-3
CC12CCC(=O)N1C(C(=O)NNC(=O)COc1ccccc1F)CS2 (stereo not drawn)	nt	nt	-2	-3	1.8	0.0	1	nt	nt
COc1cccc(N2CCN(S(=O)(=O)c3ccc4c(c3)NC(=O)CS4)CC2)c1	16	-4	3	2	2.5	0.2	1	2	-2
C/C(N)=C(/C#N)C(=O)COC(=O)CNS(=O)(=O)c1ccc(C)cc1	-2	8	0	3	0.6	0.0	-1	-29	2
O=C(NCc1ccccc1)c1cc(-c2ccco2)on1	4	2	-3	10	2.5	0.1	1	-1	0
COc1ccc(C(CNC(=O)/C=C/c2c(Cl)nc3ccccn23)N(C)C)cc1 (stereo not drawn)	-2	-14	-5	12	-0.5	-0.1	-10	2	0
Nc1nc(SCc2ccccc2Cl)ns1	-1	0	1	-2	0.9	0.1	3	2	-1
N#Cc1ncc(-c2ccc3c(c2)OCCOCCOCCOCCOCCO3)nc1C#N	-1	-7	2	7	3.7	0.6	-2	-7	-4
Cc1ccc(-n2nc3ccc(NC(=O)/C=C/c4ccco4)cc3n2)cc1C	16	12	19*	1	5.4	0.6	-5	1	9
COc1ccc(OC)c(CCNC(=O)C2CCN(c3nnc(-n4cccc4)s3)CC2)c1	5	2	2	-16	2.9	0.1	12	-1	-3
COC(=O)c1ccc(C(=O)OC)c(N)c1	-7	5	0	5	2.1	-0.1	9	0	-2
O=C1C=C(c2ccc3c(c2)OCO3)C[C@@H](c2ccc(Cl)cc2)C1	nt	nt	-2	-10	1.8	0.4	8	nt	nt
Cc1cc(CN(C)C(=O)c2ccc3nc(Cc4ccccc4F)oc3c2)n[nH]1	-8	-2	-1	2	3.4	0.0	2	-1	-5
Cc1ccc(OC(=O)C2CCN(C(=O)c3ccccc3C)CC2)c(Br)c1	6	1	3	1	1.3	0.0	15	3	0
Cc1nc[nH]c(=O)c1Br	-3	2	-1	4	-0.3	0.1	3	-4	-1
CCc1cccc(C)c1NC(=O)Nc1ccc2c(c1)OCO2	-4	1	-5	8	0.5	-0.1	-12	3	-2
CC(C)(O)C#Cc1ccc(C(=O)N2CCN(c3ccc(Cl)cc3)CC2)cc1	1	0	-4	1	1.6	-0.2	-3	-1	-3
CC(C)COC(=O)c1ccccc1OC(=O)c1ccncc1	-6	-4	0	4	3.9	0.1	-2	1	0
COC(=O)c1ccc(OC)c(NS(=O)(=O)c2ccc(-n3cnnn3)cc2)c1	-9	-10	-12	15	0.7	0.3	-8	-4	-1
O=C(/C=C/c1ccccc1Cl)c1ccccc(=O)c1O	7	2	13	5	6.8	-0.4	10	-7	-1
COC(=O)C1C(=O)CC(C)(O)C(C(=O)OC)C1c1ccc2c(c1)OCO2 (stereo not drawn)	-12	1	-1	8	-0.3	-0.1	4	6	0
CC1CCCCC1NC(=O)Cn1cc([N+](=O)[O-])ccc1=O (stereo not drawn)	nt	nt	3	-4	-0.4	-0.1	-6	nt	nt
COc1cccc(C(C(=O)NCc2ccco2)N(Cc2ccco2)C(=O)Cn2nnc3ccccc32)c1 (stereo not drawn)	15	-7	-2	-6	1.3	0.0	-19	-1	0
COC(=O)c1ccc(COc2ccccc2/C=N/NC(N)=O)o1	0	7	0	-12	4.2	-0.1	-6	-1	-3
CC(C)(c1ccccc1)c1ccc(OCCCN2CCNCC2)cc1	-4	-4	6	-19	4.4	0.1	-20	2	-2
O=C(Cc1ncc(C(F)(F)F)cc1Cl)NCc1cccnc1	11	15	-1	4	-3.9	-0.2	13	1	-2
CCOC(=O)C1=C(COC(=O)CCNS(=O)(=O)c2ccc(NC(C)=O)cc2)NC(=O)NC1C (stereo not drawn)	-2	-3	-2	14	1.1	0.2	9	5	0
CCn1c(=O)c(CCC(=O)NCC2CCCO2)c(C)c2c(C)nn(-c3ccc(C)cc3)c21 (stereo not drawn)	-12	-7	2	15	-8.6	-0.1	-27	-2	-2
Cc1cccc(C(=O)OCC(=O)NCc2ccco2)c1	nt	nt	-2	9	1.6	-0.1	-12	nt	nt
Cc1cccc(CSc2nn3c(=O)c(C)nnc3s2)c1	-3	7	-1	1	0.3	0.1	-7	0	-1
CCN(CC)S(=O)(=O)c1ccc(N2CCN(C)CC2)c(NC(=O)CSCC(=O)Nc2cccc(C)c2)c1	-2	4	-6	11	1.1	-0.1	4	3	-1
COc1ccc(-n2c(SCC(=O)N3CCOCC3)nc3ccccc3c2=O)cc1	-1	3	-1	5	-3.5	0.1	25	0	2
COc1cc2cc(Oc3ccc4ccc(=O)oc4c3)c(=O)oc2cc1OC(=O)/C=C/c1ccccc1	12	5	4	2	-0.8	0.0	6	-2	-4
O=C(C(c1ccccc1)c1ccccc1)N1CCN(Cc2ccccn2)CC1	12	-2	9	-2	3.8	0.1	9	0	-3
COc1ccc(C2SCC(C(=O)O)N2C(C)=O)cc1 (stereo not drawn)	0	-3	-2	7	-1.9	-0.4	-10	2	2
O=C(Nc1ccccc1)C(=O)Nc1ccc2c(c1)N(C(=O)C1CC1)CCC2	7	-9	-5	-11	2.5	-0.1	7	4	-2
Cc1nc(N2CCC(C)CC2)c2c(C)c(C(=O)Nc3ccc(C)c(F)c3)sc2n1	6	8	1	10	-0.7	0.1	-15	4	-1
CCOC(=O)c1c(C)c(C(=O)N2CCCCCC2)c(C)n1CC	4	10	-4	8	-3.3	0.2	2	-2	0
CCOC(=O)c1c(-c2ccc(C)cc2C)csc1NC(=O)CSc1nnnn1C	1	3	4	18	5.4	0.5	2	3	1
O=C(COC(=O)c1cc2ccccc2cc1O)NC(=O)NCc1ccco1	21	-3	-1	2	0.5	0.1	-3	3	2
Nc1cc(S(=O)(=O)N2CCCCC2)ccc1Oc1ccccc1	4	-6	3	-9	1.1	-0.2	5	0	-1
O=C(NC1CCN(Cc2ccccc2)CC1)c1cccc(Br)c1	-2	-2	0	6	1.5	-0.1	10	0	3
COc1cc2c(cc1OC)CN(C(=O)CSc1n[nH]c(N)n1)CC2	-9	-1	-4	1	-0.5	-0.1	-1	-4	-4
Cc1cnc([N+](=O)[O-])n1CCOC(=O)c1cccc(F)c1	-1	-9	-4	-7	-0.2	0.0	-18	-2	-2
CNC1(c2nnnn2-c2ccccc2C)CCOC(C)(C)C1 (stereo not drawn)	0	15	0	-12	-0.8	-0.1	-2	-3	-1
CCc1cc(OCCN2C(=O)NC(C)(C)C2=O)ccc1Cl	0	6	1	-8	0.3	-0.1	10	-1	-1
CS(=O)(=O)N(CC(=O)N1CCN(c2ccccc2)CC1)C1CCCCC1	-1	6	-3	11	1.2	-0.2	13	3	-1
COc1cccc(-c2nn(-c3ccc(C)cc3)cc2C(=O)NCC2CCCO2)c1 (stereo not drawn)	2	0	-5	7	0.7	-0.1	10	4	3
O=C(NNC(=S)Nc1ccc(F)cc1F)c1ccco1	-6	-8	-1	4	-0.1	0.0	11	-3	0
CCN(CCCNC(=O)CC1Oc2ccc(C)cc2NC1=O)Cc1ccccc1 (stereo not drawn)	-9	4	-4	5	-1.1	-0.1	20	-3	2
CCN(CC)S(=O)(=O)c1ccc(OC)c(NC(=O)c2ccc(=O)[nH]c2)c1	-1	-2	-2	-7	-2.4	-0.1	1	-5	1
Cc1nn(-c2ccccc2)c(N2CCCCC2)c1/C=N/NC(=O)c1ccncc1	-4	2	0	4	1.5	0.1	-18	2	-1
O=C(NC(O)C(=O)c1ccccc1)c1cccs1 (stereo not drawn)	1	-7	-3	-7	2.5	0.2	2	-1	-2
CCN(CC)CCNc1ccc(Cl)cc1[N+](=O)[O-]	-9	-14	-8	4	-1.2	0.0	2	0	2
Cc1ccc(C(=O)N2CCN(c3ncccn3)CC2)o1	0	1	-1	-3	-1.3	0.0	11	-3	-2
COc1cc2c(cc1OC)CN(CC(=O)NC(=O)NCc1ccccc1)CC2	-1	0	-1	17	0.9	0.1	-20	4	5
O=C(O)CCCN1C(=O)C2C3CC(C2C1=O)C1C(c2ccccc2)c2sc(=O)n(-c4ccccc4)c2SC31 (stereo not drawn)	11	-14	7	7	3.4	0.1	-10	-3	-2
COc1ccc(NC(=S)NC2CCCC2)c(OC)c1	-4	-5	0	5	0.1	-0.1	4	-4	1
CCc1noc(N)c1C(=O)Nc1ccc(Cl)cc1	2	0	2	-4	0.5	0.2	-5	-1	3

Some of the entries so far, as a markdown table:
| compound | HCV core dimer | EBNA-1 inhibitor | PP1 inh | PREPL inh | PP5 inh | Efflux pump inh | ZTA DNA inh | CTSL1 counter | TPT1 inh |
| --- | --- | --- | --- | --- | --- | --- | --- | --- | --- |
| Nc1cc(S(=O)(=O)N2CCCCC2)ccc1Oc1ccccc1 | 4 | -6 | 3 | -9 | 1.1 | -0.2 | 5 | 0 | -1 |
| O=C(NC1CCN(Cc2ccccc2)CC1)c1cccc(Br)c1 | -2 | -2 | 0 | 6 | 1.5 | -0.1 | 10 | 0 | 3 |
| COc1cc2c(cc1OC)CN(C(=O)CSc1n[nH]c(N)n1)CC2 | -9 | -1 | -4 | 1 | -0.5 | -0.1 | -1 | -4 | -4 |
| Cc1cnc([N+](=O)[O-])n1CCOC(=O)c1cccc(F)c1 | -1 | -9 | -4 | -7 | -0.2 | 0.0 | -18 | -2 | -2 |
| CNC1(c2nnnn2-c2ccccc2C)CCOC(C)(C)C1 (stereo not drawn) | 0 | 15 | 0 | -12 | -0.8 | -0.1 | -2 | -3 | -1 |
| CCc1cc(OCCN2C(=O)NC(C)(C)C2=O)ccc1Cl | 0 | 6 | 1 | -8 | 0.3 | -0.1 | 10 | -1 | -1 |
| CS(=O)(=O)N(CC(=O)N1CCN(c2ccccc2)CC1)C1CCCCC1 | -1 | 6 | -3 | 11 | 1.2 | -0.2 | 13 | 3 | -1 |
| COc1cccc(-c2nn(-c3ccc(C)cc3)cc2C(=O)NCC2CCCO2)c1 (stereo not drawn) | 2 | 0 | -5 | 7 | 0.7 | -0.1 | 10 | 4 | 3 |
| O=C(NNC(=S)Nc1ccc(F)cc1F)c1ccco1 | -6 | -8 | -1 | 4 | -0.1 | 0.0 | 11 | -3 | 0 |
| CCN(CCCNC(=O)CC1Oc2ccc(C)cc2NC1=O)Cc1ccccc1 (stereo not drawn) | -9 | 4 | -4 | 5 | -1.1 | -0.1 | 20 | -3 | 2 |

Screening results: PubChem, several laboratories

The list is partial. The share of hits here may be higher or lower than overall.
